# Screening data: PubChem BioAssay, Broad Institute
# CD40 NFkB inh: inhibitors of CD40-induced NF-kB signaling, primary screen, BL2 cells, luciferase reporter, single point; CD40L-induced, 4 h; inhibition, % at 10 µM; hit rate 0.94% among 83,000; AID 1053188, 2014;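 active = mean inhibition of at least 50% with a set share of replicates also reaching that level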;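 note: 0% = neutral control wells and 100% = IKK inhibitor VII at 50 µM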
# Numbers without * were called inactive; & = joins results of further samples; [ ] = remark or other dose. This is a subset. The share of hits here may be higher or lower than overall.
SMILES,CD40 NFkB inh
CN(Cc1ccccc1)Cc1nc2c(c(=O)n(C)c(=O)n2C)n1CCCc1ccccc1,31
C[C@@H]1CN([C@H](C)CO)C(=O)c2ccccc2-c2ccccc2CO[C@H]1CN(C)C(=O)[C@H](Cc1ccccc1)N(C)C,1[25 µM]
Cn1c(SCc2nc3ccccc3[nH]2)nnc1-c1ccccn1,-5
O=C(C[C@@H]1C=C[C@@H](NC(=O)CCN2CCCCC2)[C@H](CO)O1)Nc1nccs1,-8[25 µM]
O=C(NNC(=O)c1ccc([N+](=O)[O-])cc1)c1ccc(NS(=O)(=O)c2cccs2)cc1,1
O=C(C[C@H]1C[C@@H]2c3cc(NC(=O)NC4CCCCC4)ccc3O[C@@H]2[C@H](CO)O1)NCc1ccncc1,-9
COc1ccc2c3c([nH]c2c1)[C@@H](CO)N(C(=O)Nc1ccc(F)cc1)CC31CCN(Cc2cc(F)ccc2F)CC1,-3
COC(=O)c1c(NC(=O)CSc2nccn2C)sc(C)c1C,10
C/C=C/c1ccc([C@H]2[C@@H](CO)N(C(=O)C3CC3)[C@H]2CN(C)C(=O)CC2CC2)cc1,-4
CS(=O)(=O)c1ccc(Cl)c(C(=O)OCC(=O)NC2CCCCCCC2)c1,21
CN1Cc2sc(N)c(C#N)c2CC1(C)C,9
O=C(C1CCCC1)N1C[C@@H]2N[C@H](C1)C2c1ccc(-c2ccccc2F)cc1 (stereo partly specified),-9&21
COc1ccc(/C=N/N2C(=N)SCC2=O)cc1,-38
COc1ccc(N2CCn3c2nc2c3c(=O)n(CCc3ccccc3)c(=O)n2C)c(OC)c1,1
CO[C@@H]1CN(C)C(=O)c2ccc(NC(C)=O)cc2OC[C@@H](C)N(C(=O)c2cnccn2)C[C@@H]1C,-4[25 µM]
CCCNC(=O)Nc1ccc2c(c1)C(=O)N(C)C[C@@H](OC)[C@@H](C)CN(C)[C@@H](C)CO2,-8[25 µM]
COc1ccc(CN2C(=O)C(O)(CC(=O)c3ccc4c(c3)OCO4)c3ccccc32)cc1OC (stereo unspecified),1
CO[C@@H]1CN(C)C(=O)c2ccc(NC(=O)c3cc(C)on3)cc2OC[C@@H](C)N(S(=O)(=O)c2cccc(F)c2)C[C@H]1C,29[25 µM]
CCCCNC(=O)C1(C)CCN1C(=O)Cc1ccc(OC)cc1 (stereo unspecified),8
CC(=O)N(C(C)=O)c1ncnc2c1c(-c1ccc(Cl)cc1)nn2C(C)(C)C,55*
C[C@H]1CN([C@@H](C)CO)C(=O)CCCn2cc(nn2)CO[C@H]1CN(C)C(=O)NC1CCCCC1,4[25 µM]
Cc1ccc(S(=O)(=O)N(C)c2ccc(C(=O)N(CC(C)C)C3CCS(=O)(=O)C3)cc2)cc1 (stereo unspecified),5
O=C(Nc1ccc2c(c1)OCCO2)c1ccc2nccnc2c1,25
CC(OC(=O)Cn1[nH]c(=O)c2ccccc2c1=O)C(=O)Nc1cccc(Cl)c1 (stereo unspecified),0
CO[C@H]1CN(C)C(=O)c2cc(NC(=O)C3CCC3)ccc2OC[C@H](C)N(Cc2cccnc2)C[C@H]1C,-5
COc1ccc(S(=O)(=O)Nc2cccc(-c3ccc4nncn4n3)c2)cc1,7
CSc1ncccc1C(=O)OCC(=O)NC1CCCc2ccccc21 (stereo unspecified),9
Cc1ccc(C)c(C(=O)CN2C(=O)NC3(CCCCCCC3)C2=O)c1,-4
Cc1ccc(-n2nnc3c(=O)n(CC(=O)OCc4ccccc4)cnc32)cc1,-30
COc1cc(NC(=O)CCC2CCCC2)cc(-n2cnnn2)c1,-3
CC(C)Cn1c(SCC(=O)O)nnc1-c1cccc(S(=O)(=O)N2CCOCC2)c1,2
CN(C)C(=O)c1ccc(-c2ccc([C@H]3[C@@H](C#N)N(S(C)(=O)=O)[C@H]3CO)cc2)cc1,-32[25 µM]
O=C(Nc1ccon1)c1ccc(S(=O)(=O)N2CCCCCC2)cc1,6
c1ccn(-c2ncnc3sc4c(c23)CCCC4)c1,6
OCC(O)C(O)CC1SCCS1 (stereo unspecified),12
Cc1cc(C)n2nc(C(=O)Nc3ccc4c(c3)OCCO4)nc2n1,-54
CC1CCCCN1C(=O)c1ccccc1OC1CCN(S(C)(=O)=O)CC1 (stereo unspecified),3
Cc1cccc(C)c1NC(=O)CN(C)C(=O)c1ccc(-c2cccc(C(F)(F)F)c2)o1,0
Cc1ccc(NC(=O)Cc2ccc3c(c2)CCCC3)cc1C,0
C/C(=N\NC(=O)c1nnn(-c2nonc2N)c1-c1ccccc1)c1ccco1,10

# Structures listed above marked active in CD40 NFkB inh.
SMILES,CD40 NFkB inh
CC(=O)N(C(C)=O)c1ncnc2c1c(-c1ccc(Cl)cc1)nn2C(C)(C)C,55*

# 3 of the entries above in order of the CD40 NFkB inh value, ascending.
mol	CD40 NFkB inh
Cc1ccc(-n2nnc3c(=O)n(CC(=O)OCc4ccccc4)cnc32)cc1	-30
Cc1cccc(C)c1NC(=O)CN(C)C(=O)c1ccc(-c2cccc(C(F)(F)F)c2)o1	0
COc1ccc(S(=O)(=O)Nc2cccc(-c3ccc4nncn4n3)c2)cc1	7

# The listing continues.
SMILES,CD40 NFkB inh
Cc1cc(C)n2cc(CSc3nc4ccccc4s3)nc2n1,-64
O=C(c1cc(F)ccc1F)C1CCCN(C(=O)CCc2cnccn2)C1 (stereo unspecified),13
COc1cccc(NC(=O)CN(C)C(=O)CNC(=O)c2ccc3ccccc3c2)c1,-53
COc1ccc2c3c([nH]c2c1)[C@H](CO)NCC31CN(C(=O)Nc2ccc3c(c2)OCO3)C1,6[25 µM]
COc1ccc(C(=O)NCCCNC(=O)c2cccnc2)cc1OC,0
CCCCNC(=O)C(=O)N/N=C/c1ccc(OCc2ccccc2)cc1,5
COc1ccccc1NC(=O)c1ccc(-c2nn(C)c(=O)c3ccccc23)cc1,5
O=C(C[C@@H]1C[C@@H]2c3cc(NS(=O)(=O)c4ccc(F)cc4)ccc3O[C@@H]2[C@H](CO)O1)NC1CCCC1,6
C[C@H](CO)N1C[C@H](C)[C@H](CN(C)Cc2ccc(Cl)c(Cl)c2)OCc2ccccc2-c2c(n(C)c3ccccc23)C1=O,11[25 µM]
CC(=O)c1ccc(OCCCC(=O)NCc2nnc3ccccn23)cc1,-1
O=C(COC(=O)Cc1n[nH]c(=O)c2ccccc12)NNC(=O)c1ccccc1,12
COc1cccc(NC(=O)CCC(=O)Nc2ccc3nc(N4CCOCC4)cc(C)c3c2)c1,-74
COCC(=O)N1[C@H](CO)[C@@H](c2ccccc2)[C@@H]1CN(C)C(=O)c1ccncc1,2
CC1CCCN(C(=O)c2cc(-c3ccco3)nc3ccccc23)C1 (stereo unspecified),-1
O=C(NCc1csc(-c2cccs2)n1)C1CCC1,-67
CO[C@H](CN(C)C(=O)C1CCOCC1)[C@H](C)CN([C@@H](C)CO)S(=O)(=O)c1ccccc1,-4[25 µM]
O=C(NCCN1CCCCC1)c1c(O)c2ccccc2[nH]c1=O,6
CO[C@@H]1CN(C)C(=O)c2cc(NS(C)(=O)=O)ccc2OC[C@@H](C)N(C(=O)C2CCOCC2)C[C@@H]1C,-8[25 µM]
CCN(Cc1ccccc1)N=Nc1ccccc1,-3
Oc1ccc(-c2nc3ncccn3c2Nc2ccc3c(c2)OCO3)cc1,-4
C[C@@H]1CN([C@H](C)CO)C(=O)c2ccccc2-c2ccccc2CO[C@@H]1CN(C)C(=O)CCC(F)(F)F,-16[25 µM]
O=S(=O)(Nc1ccc2c(c1)OCCO2)c1ccc2oc3ccccc3c2c1,17
CC(=O)c1cnc2cc(C)nn2c1C,9
Cc1ccc(C(=O)NC(C)CCc2ccccc2)cc1S(=O)(=O)N1CCOCC1 (stereo unspecified),7
CN1CCN(S(=O)(=O)c2cccc(C(=O)Nc3nc(-c4ccccc4)cs3)c2)CC1,15
O=C(O)c1cc(C2CC2)nc2ccccc12,-4
CN1CCN(C(=O)c2cc3nc(-c4ccccc4)cc(-c4ccccc4)n3n2)CC1,-2
COc1cc(-c2nc(C)c(C(C)=O)n2O)ccc1OCC(=O)Nc1ccc(F)cc1,1
COc1ccccc1C(=O)Nc1ccc2c(c1)C(=O)N(C)C[C@@H](OC)[C@@H](C)CN(C(C)=O)[C@@H](C)CO2,-7[25 µM]
COc1ccc2c3c(n(C)c2c1)[C@H](CO)N(CC1CC1)CC31CN(C(=O)Nc2ccc(F)cc2F)C1,-1[25 µM]
CCc1nnc(N2CCN(c3ncnc4c3oc3ccccc34)CC2)s1,-1
COc1ccc(N2CC(C(=O)NCCc3c[nH]c4ccccc34)CC2=O)cc1 (stereo unspecified),1
COCC(=O)Nc1ccc2c(c1)C(=O)N(C)C[C@@H](OC)[C@@H](C)CN(C(=O)c1ccncc1)[C@H](C)CO2,-7[25 µM]
CC(C)N1CCC1(C)C(=O)Nc1cccc2ccccc12 (stereo unspecified),-1
O=C1CNC[C@H]2[C@H](c3ccc(C4=CCCC4)cc3)[C@@H](CO)N12,-19[25 µM]
CN(C)c1ccc(NC(=O)COC(=O)CCC(=O)c2ccc(F)cc2)cc1,-10
Cc1ccc(-c2nc3ccccc3n3nnnc23)cc1,-45
COc1ccc(-c2c(C#N)c(N)nc3c2CCCCCC3)cc1OC,4
CCOC(=O)N1CCN(C(=O)CCCN2C(=O)CSc3nc(C)cc(C)c32)CC1,12
O=C(Nc1ccc2c(c1)[C@H]1C[C@H](CC(=O)N3CCOCC3)O[C@@H](CO)[C@H]1O2)Nc1ccccc1F,0[25 µM]
CC(C)(C)Nc1nc2cc([N+](=O)[O-])ccc2o1,-25
COc1ccccc1/C=C/C1C(C(=O)OCC(C)C)=C(C)N=C2SCCC(=O)N21 (stereo unspecified),10
NC(=O)C1=C(N)c2ccccc2C1c1ccccc1 (stereo unspecified),18
CC(c1ccccc1)N(C)CC(=O)NC(=O)NCCC1=CCCCC1 (stereo unspecified),7
CNC[C@H]1Oc2ccc(NS(=O)(=O)c3ccc(OC)cc3)cc2C(=O)N([C@H](C)CO)C[C@H]1C,-7[25 µM]
Cc1cc(NC(=O)c2ccco2)sc1C,-57
O=C(C1CCCCC1)N1C[C@H]2[C@@H](c3ccccc31)[C@H](CO)N2CC1CCOCC1,-3[25 µM]
O=C1CCC(=O)c2oc3ccccc3c2N1,8
O=C(CC1NCCNC1=O)OCCCc1ccccc1 (stereo unspecified),-1
CCNc1nc(NCC)n2c(SCC(=O)Nc3ccc(CC)cc3)nnc2n1,15
C/C=C/c1ccccc1[C@H]1[C@@H](CO)N(C(=O)NC2CCCCC2)[C@H]1C#N,6[25 µM]
O=C(NN1C(=O)c2ccccc2NC1c1ccco1)c1ccccc1 (stereo unspecified),3
CC(C)NS(=O)(=O)c1ccc(OCC(=O)Nc2cccc(F)c2)cc1,10
C[C@H](CO)N1C[C@H](C)[C@@H](CN(C)S(=O)(=O)c2cccc(C#N)c2)OCc2ccccc2-c2c(n(C)c3ccccc23)C1=O,-9
Cc1ccc2c(c1)[nH]c1c(N3CCN(Cc4ccccc4)CC3)ncnc12,24
CSc1ccc(C(=O)C2CCCN(C(=O)c3cccc(N4CCOCC4)c3)C2)cc1 (stereo unspecified),-10
O=C(COc1ccccc1F)Nc1nnc(C2CCCC2)s1,-28
O=C(Nc1ccc2c(c1)[C@@H]1C[C@H](CC(=O)N3CCOCC3)O[C@H](CO)[C@@H]1O2)NC1CCCCC1,5
C[C@H](CO)N1C[C@H](C)[C@@H](CN(C)S(=O)(=O)c2ccccc2F)OCc2ccccc2-c2c(n(C)c3ccccc23)C1=O,-6
COc1ccccc1NC(=O)c1ccc(NC(=O)CN2C(=O)CN(C)C2=O)cc1,8

# In the list so far, 4 contain a Cl atom:
SMILES,CD40 NFkB inh
CS(=O)(=O)c1ccc(Cl)c(C(=O)OCC(=O)NC2CCCCCCC2)c1,21
CC(=O)N(C(C)=O)c1ncnc2c1c(-c1ccc(Cl)cc1)nn2C(C)(C)C,55*
CC(OC(=O)Cn1[nH]c(=O)c2ccccc2c1=O)C(=O)Nc1cccc(Cl)c1 (stereo unspecified),0
C[C@H](CO)N1C[C@H](C)[C@H](CN(C)Cc2ccc(Cl)c(Cl)c2)OCc2ccccc2-c2c(n(C)c3ccccc23)C1=O,11[25 µM]

# Further entries follow:
SMILES,CD40 NFkB inh
CCOC(=O)C(CC)/C(C)=N\NC(=O)c1cccc(C)c1 (stereo unspecified),-3
C[C@@H]1CN([C@@H](C)CO)C(=O)c2ccccc2-c2ccccc2CO[C@@H]1CN(C)S(=O)(=O)c1cccc(C#N)c1,-12[25 µM]
COc1ccccc1CN1[C@@H]2c3cccc(=O)n3C[C@H]1[C@H](CO)[C@H]2C(=O)N1CCc2ccccc2C1,7[25 µM]
O=C(O)CC/C(=C\c1ccc2c(c1)OCO2)c1nc2ccccc2s1,26
COc1ccccc1OCc1nc(C#N)c(N2CCCC2)o1,-2
CN(C(=O)CSc1nnc2n1CCCCC2)C1(C#N)CCCCC1,9
CCCNC(=O)C1(C)CCN(C(=O)c2ccc(C)c(F)c2)C1 (stereo unspecified),10
O=C(CCNC(=O)c1ccccc1)Nc1ccc(S(=O)(=O)Nc2ncccn2)cc1,7
COCC(=O)OCC(=O)Nc1ccc(Cl)cc1[N+](=O)[O-],-6
CN1C(=O)C2(Nc3ccccc3-c3nc4ccccc4n32)c2ccccc21 (stereo unspecified),14

# Ordered by SMILES length (rising): 5 of the compounds above
SMILES,CD40 NFkB inh
COc1ccccc1OCc1nc(C#N)c(N2CCCC2)o1,-2
CCOC(=O)C(CC)/C(C)=N\NC(=O)c1cccc(C)c1 (stereo unspecified),-3
O=C(O)CC/C(=C\c1ccc2c(c1)OCO2)c1nc2ccccc2s1,26
O=C(CCNC(=O)c1ccccc1)Nc1ccc(S(=O)(=O)Nc2ncccn2)cc1,7
COc1ccccc1CN1[C@@H]2c3cccc(=O)n3C[C@H]1[C@H](CO)[C@H]2C(=O)N1CCc2ccccc2C1,7[25 µM]
